Screens deposited in PubChem by several laboratories.
ABCG2 block = human ABCG2 inhibition, ABCB1 as counter-screen. IgMXP3 cells, JC-1 efflux, flow cytometry. inhibition, % at 6.6 µM. 190,000 tested, 0.1% active. AID 1325;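 active = inhibition above 80%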;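 also: 0% = DMSO and 100% = nicardipine control wells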
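Incubation: cells with compound and JC-1, 10 min at 25 °C, rotating, no wash / Test system: IgMXP3 (ABCG2) plus far-red-tagged CCRF-Adr (ABCB1) cells / Compound dosing: one concentration, 6.6 µM final / Also added: JC-1 fluorescent substrate / Evaluation: efflux inhibition in percent versus controls / Detection: flow cytometry, 530 nm JC-1 signal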
Mcl1-Bid inh = disrupts binding of human Mcl-1 to Bid peptide | inhibition, % at 21.7 µM | AID 1021 | Q07820 | 220,000 tested, 0.97% active | TR-FRET Mcl-1/Bid-Dy647 peptide binding, 1536-well;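 active = compounds that cut the binding signal by more than half at the single screening dose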;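 also: His-tagged Mcl-1 with europium anti-His antibody binding Bid BH3 peptide; 0% = Mcl-1 plus peptide wells and 100% = peptide-only wells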
GSH fluor = GSH bead compound fluorescence profile; GSH beads flow cytometry, compound fluorescence 488/530 nm; hits give high values; fluorescence (KMESF) at 10 µM; 190,000 tested, 0.25% active; in the data active = fluorescence above about 89;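 also: glutathione beads carrying GST-tagged Bcl family fusion proteins plus one bare bead set; values are compound well signal with DMSO vehicle wells as background; inactives centre near 16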
Mcl-1 Bim block = inhibitors of Bim-Mcl-1 interaction, human; inhibition, % at 10 µM; Bead-based flow cytometry, Bim peptide-Mcl-1 binding; 190,000 tested, 0.1% active; AID 1009; in the data active = inhibition above about 40%;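 also: 0% = no compound tracer wells and 100% = peptide blocker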
Avidin fluor = avidin bead compound fluorescence profile; fluorescence (KMESF) at 10 µM; 220,000 tested, 0.38% active; Avidin beads, compound fluorescence 488/530 nm, flow cytometry; hits give high values; in the data active = fluorescence above about 47; also: inactives centre near 10
Pf gamet viab = kills late stage P. falciparum gametocytes | 150,000 tested, 0.065% active | inhibition, % at 10.9 µM | P. falciparum stage V gametocytes, ATP luminescence, 24 h;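 active = inhibition above the mean plus 3 SD of compounds within the control limits, set per campaign, cut at about 38% in these data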;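 also: 0% = DMSO wells and 100% = medium only without gametocytes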
RGS4-Gao reg = modulates binding of RGS4 to human Galphao | Multiplexed bead flow cytometry; actives lie on both sides | binding response (% of control), % at 10 µM | 220,000 tested, 0.33% active | AID 1415; in the data active = binding response below about 49% or above about 150%; inactive = in between;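 also: fluorescent Galphao activated with aluminum fluoride binding bead-coupled RGS4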
RGS8-Gao reg = human RGS8-Galphao interaction regulation; multiplexed bead flow cytometry, RGS8-Galphao binding; actives lie on both sides; response (percent of control binding), % at 10 µM; 220,000 tested, 0.34% active; AID 1423; in the data active = response below about 60% or above about 140%; inactive = in between;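 also: Galphao activated as the GDP aluminium fluoride complex binding bead-coupled RGS8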
RGS7-Gao = human RGS7-Galphao interaction regulation; P09471; Multiplexed bead flow cytometry, RGS7-Galphao binding; actives lie on both sides; binding response (% of control), % at 10 µM; 220,000 tested, 0.35% active; AID 1439; in the data active = binding response below about 49% or above about 150%; inconclusive = no clear call, values can overlap the other calls; inactive = in between;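 also: fluorescent Galphao held in activated GDP-AlF4 state binding bead-coupled RGS7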
ABCB1 block = inhibitors of human ABCB1 transporter, ABCG2 counter-screen; CCRF-Adr cells, JC-1 efflux, flow cytometry; P08183; inhibition, % at 6.6 µM; 190,000 tested, 0.067% active; in the data active = inhibition above about 40%;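 also: 0% = vehicle and 100% = reference inhibitor; higher value means more JC-1 retained so stronger ABCB1 efflux block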
Target sequence (P08183 whole entry, looked up): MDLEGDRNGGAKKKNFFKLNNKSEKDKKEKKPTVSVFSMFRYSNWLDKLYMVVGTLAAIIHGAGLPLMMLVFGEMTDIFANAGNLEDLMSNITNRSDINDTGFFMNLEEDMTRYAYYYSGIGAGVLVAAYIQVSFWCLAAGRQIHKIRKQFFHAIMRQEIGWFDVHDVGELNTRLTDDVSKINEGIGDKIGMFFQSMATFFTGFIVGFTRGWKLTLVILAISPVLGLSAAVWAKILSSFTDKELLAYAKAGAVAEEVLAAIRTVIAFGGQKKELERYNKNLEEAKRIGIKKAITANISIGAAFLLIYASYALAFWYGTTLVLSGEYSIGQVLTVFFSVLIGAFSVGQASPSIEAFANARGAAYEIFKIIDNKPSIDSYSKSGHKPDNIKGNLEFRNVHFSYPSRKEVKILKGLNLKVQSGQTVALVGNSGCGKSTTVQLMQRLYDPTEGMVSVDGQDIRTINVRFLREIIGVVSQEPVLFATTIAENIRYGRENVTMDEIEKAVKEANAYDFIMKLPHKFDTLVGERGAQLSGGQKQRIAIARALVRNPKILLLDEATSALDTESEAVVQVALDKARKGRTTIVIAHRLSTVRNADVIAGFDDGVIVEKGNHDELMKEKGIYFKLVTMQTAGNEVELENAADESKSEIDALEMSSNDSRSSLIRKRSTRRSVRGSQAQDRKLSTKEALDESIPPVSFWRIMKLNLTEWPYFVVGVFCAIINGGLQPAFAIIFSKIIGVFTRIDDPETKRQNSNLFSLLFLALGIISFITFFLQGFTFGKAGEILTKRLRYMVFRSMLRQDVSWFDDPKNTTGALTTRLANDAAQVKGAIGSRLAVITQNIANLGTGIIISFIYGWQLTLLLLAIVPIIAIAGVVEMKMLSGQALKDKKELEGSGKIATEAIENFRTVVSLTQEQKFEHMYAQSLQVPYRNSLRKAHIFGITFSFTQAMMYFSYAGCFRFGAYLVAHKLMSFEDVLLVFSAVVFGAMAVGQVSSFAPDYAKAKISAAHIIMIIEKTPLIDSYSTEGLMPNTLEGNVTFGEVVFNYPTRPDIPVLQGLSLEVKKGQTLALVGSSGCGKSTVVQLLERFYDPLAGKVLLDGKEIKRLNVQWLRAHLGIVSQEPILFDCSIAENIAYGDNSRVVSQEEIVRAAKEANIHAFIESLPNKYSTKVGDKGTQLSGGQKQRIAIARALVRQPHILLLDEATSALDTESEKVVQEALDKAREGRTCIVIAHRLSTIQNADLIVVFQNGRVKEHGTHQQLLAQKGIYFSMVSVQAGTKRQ
Mcl1 Noxa PPI = Mcl-1/Noxa interaction inhibition | TR-FRET Mcl-1/Noxa peptide binding, 2 h | inhibition, % at 21.7 µM | 220,000 tested, 1.5% active | AID 1022;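 active = compounds that cut the protein-peptide binding signal by more than 50% relative to plate controls in a single-dose test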;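 also: His-tagged Mcl-1 with rhodamine Noxa BH3 peptide and terbium anti-His antibody; 0% = Mcl-1 plus Noxa peptide wells and 100% = peptide-only wells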
* hit, by the source's call; ? = inconclusive; nt = no result given. Rows are unselected, and some 3.3% of all compounds hit somewhere here.

SMILES	ABCG2 block	Mcl1-Bid inh	GSH fluor	Mcl-1 Bim block	Avidin fluor	Pf gamet viab	RGS4-Gao reg	RGS8-Gao reg	RGS7-Gao	ABCB1 block	Mcl1 Noxa PPI
CCCN1C(=O)/C(=N\OCC(=O)NC23CC4CC(CC(C4)C2)C3)c2ccccc21	43	-11	20	-16	7	-26	103	103	102	3.1	-3
Nc1nc(CN2CCN(Cc3ccc4c(c3)OCO4)CC2)nc(Nc2ccccc2)n1	1	-19	46	-7	2	15	110	128	107	0.3	8
CN1CCN(S(=O)(=O)c2ccc(N(C)CC(=O)Nc3ccc(F)cc3)nc2)CC1	1	-31	17	0	23	nt	102	102	95	0.5	4
Cc1cc(=O)oc2c1c(C)nn2-c1cccc(Cl)c1	12	-8	13	-1	11	4	100	102	109	0.0	17
S=C(Nc1ccc2nsnc2c1)N1CCCCCC1	6	-49	13	-2	9	-8	98	95	94	-1.6	7
COc1c(Cl)cc(-c2noc(C)c2C(=O)NCCc2ccc(C)cc2)cc1Cl	4	-14	27	-1	6	nt	103	102	98	2.5	12
Cc1ccc(-c2nc(CN3CCCCC3CCN3CCCC3=O)c(C)o2)o1 (stereo not given)	1	-32	13	-1	12	9	103	102	101	0.2	17
Cc1ccc(S(=O)(=O)N(CC(=O)NCC2CCCO2)c2cccc([N+](=O)[O-])c2)cc1 (stereo not given)	10	-20	13	-5	8	3	99	100	97	5.2	10
S=C(Nc1cccc2ccccc12)N1CCN(c2ncccn2)CC1	0	-54	26	-2	10	nt	97	99	97	0.2	nt
COc1ccc(CN(C)c2nc(-c3cccnc3)nc3ccccc23)cc1OC	4	-15	6	2	28	nt	102	103	102	2.5	5
COc1ccc(-c2cc(=O)n(-c3nc4ccccc4[nH]3)[nH]2)cc1	-2	-63	11	2	20	-8	97	98	93	-0.5	-62
CCOC(=O)C1=C(CN2CCOCC2)NC(=O)NC1c1cccc([N+](=O)[O-])c1 (stereo not given)	1	3	14	-1	nt	20	99	100	101	0.1	12
CCn1c(SCC(=O)NNC(=O)c2ccco2)nnc1-c1ccco1	1	-34	12	-1	26	20	102	102	110	0.4	-25
Cc1ccc(O)c(C(CC(=O)N2CCCC2)c2ccccc2)c1 (stereo not given)	-1	9	19	-1	4	nt	102	101	101	-0.5	0
Fc1cc2nccnc2cc1N1CCSCC1	3	2	16	0	7	-40	107	101	109	0.4	15
COc1ccccc1C(=O)Oc1ccccc1C(=O)Nc1ccccc1	4	-2	22	-3	7	-22	100	105	101	0.6	9
COc1ccc(C(=O)NCC(=O)OCC(=O)NCc2cccs2)cc1	2	-11	21	0	24	-13	99	103	98	0.6	-3
O=S(=O)(c1ccc(NCC2CCCCC2)nc1)N1CCOCC1	3	-22	22	-2	17	nt	99	100	99	0.9	-4
Cn1c(=O)c2ncn(CC(=O)NCCOc3ccccc3)c2n(C)c1=O	0	-26	32	-1	7	nt	98	100	99	0.1	17
Cc1ccoc1C(=O)N1CCCC(CCC(=O)N2CCN(c3ccccn3)CC2)C1 (stereo not given)	11	-28	10	2	9	17	88	91	87	1.4	14
CSc1nc2c(c(-c3ccc(O)cc3)c1C#N)CCC2	7	12	27	-2	9	nt	103	99	99	-0.2	nt
COCCCNC(=S)N/N=C/c1ccc2c(c1)OCO2	nt	-18	nt	nt	6	7	102	102	?	nt	9
O=C(/C=C/c1ccc(Cl)cc1)N(Cc1ccccc1)C1CCS(=O)(=O)C1 (stereo not given)	32	-5	20	-1	14	11	99	99	99	1.4	-4
Nc1cc(Cl)ccc1Oc1ccc2ccccc2c1	0	-25	8	0	10	nt	100	101	100	0.1	4

An excerpt from above in order of the RGS8-Gao reg value, high to low:
smiles	Mcl1-Bid inh	GSH fluor	Mcl-1 Bim block	Avidin fluor	RGS4-Gao reg	RGS8-Gao reg	RGS7-Gao	Mcl1 Noxa PPI
Fc1cc2nccnc2cc1N1CCSCC1	2	16	0	7	107	101	109	15
Cn1c(=O)c2ncn(CC(=O)NCCOc3ccccc3)c2n(C)c1=O	-26	32	-1	7	98	100	99	17
CSc1nc2c(c(-c3ccc(O)cc3)c1C#N)CCC2	12	27	-2	9	103	99	99	nt

The list continues:
SMILES	ABCG2 block	Mcl1-Bid inh	GSH fluor	Mcl-1 Bim block	Avidin fluor	Pf gamet viab	RGS4-Gao reg	RGS8-Gao reg	RGS7-Gao	ABCB1 block	Mcl1 Noxa PPI
O=C1NC(=S)S/C1=C\c1cc2ccccc2nc1N1CCCCC1	nt	-11	nt	nt	3	11	99	100	?	nt	32
Clc1ccc(-c2cc(-c3nnc4n3CCCCC4)c3ccccc3n2)cc1	0	6	20	-5	14	nt	104	102	102	0.2	-7
COc1cc(NC(=O)C(=O)NCCN(C)C)c(OC)cc1Cl	3	-4	14	-1	12	-9	98	99	98	0.4	-8
Cc1ccc2cc3c(N)c(C(=O)Nc4c(C)[nH]c(=O)[nH]c4=O)sc3nc2c1	-8	-32	10	-2	23	-15	102	102	99	-1.1	66*
CC1=C(C)C(OCCCl)N(c2cc(O)c(Cl)cc2F)C1=O (stereo not given)	nt	-41	nt	nt	2	-15	84	95	?	nt	-7
O=C(CSc1nnc(CNC(=O)c2c(F)cccc2Cl)o1)Nc1ccc2c(c1)OCCO2	7	-6	18	0	7	-33	101	101	104	1.2	4
Cc1ccc(SCc2ccc(C(=O)Nc3cc([N+](=O)[O-])ccc3C)cc2)cc1	4	-5	18	-3	9	nt	108	100	107	0.3	-10
COc1cc(/C=C/C(=O)O)cc(OC)c1OC	nt	5	nt	nt	7	nt	100	101	?	nt	6
Cc1c(C(=O)c2ccc(N(C)C)cc2)c2ccccn2c1CCC#N	15	-33	16	0	9	-10	101	100	97	4.3	0
C#Cc1ccc([C@H]2C=C(C(=O)NC3CC3)O[C@@H](OCC)[C@@H]2CCCO)cc1	1	-7	19	1	5	4	102	102	103	0.9	-5
Cc1cc(N)c2cc(NC(=O)/C=C/c3ccccc3Cl)ccc2n1	nt	-12	nt	nt	6	nt	111	105	?	nt	22
Oc1ccc(Br)cc1C=Nc1ccc2c3c(cccc13)CC2	0	-40	4	5	12	-17	92	80	90	-0.3	12
COC(=O)Nc1ccc(S(=O)(=O)N2CCC(C(=O)N3CCCCC3C)CC2)cc1 (stereo not given)	3	-29	14	0	11	-3	95	96	?	1.1	1
O=c1cc(O)c(-c2cccc(C(F)(F)F)c2)c(Cl)[nH]1	6	-14	10	-1	7	19	99	99	101	0.3	-1
COC(=O)CNC(=O)c1cc(OC)cc(OC)c1	0	-32	16	3	6	10	96	105	101	0.0	-5
O=C(CCc1ccccc1)OCCN1CCOCC1	5	16	34	0	7	-8	105	102	103	0.0	6
O=C(CC12CC3CC(CC(C3)C1)C2)N1CCCOC1	-1	-2	48	-2	7	-28	103	100	99	-0.2	8
O=C(Cn1cnc2c(nnn2-c2ccccc2)c1=O)NCc1ccc(F)cc1	3	-16	19	-4	6	nt	97	101	99	0.8	2
COc1cc(C(=O)Nc2cc(C(F)(F)F)ccc2Cl)cc(OC)c1OC	7	-6	36	0	14	nt	101	102	101	0.8	3
Cc1ccc(S(=O)(=O)NCCCCCC(=O)Nc2ccccn2)cc1	4	-8	41	0	8	-11	89	94	86	-0.2	0
NNC(=O)c1csc(CS(=O)(=O)c2ccc(Cl)cc2)n1	nt	14	nt	nt	12	9	111	86	?	nt	7
CCCCN(C)CCNS(=O)(=O)c1ccc2c(c1)n(C)c(=O)c(=O)n2C	0	-12	26	0	7	nt	98	101	96	0.3	11
O=C(Nc1nc(-c2ccccc2)ns1)c1ccncc1	nt	-12	nt	nt	7	-14	99	99	?	nt	14
COc1ccccc1C(c1nnnn1CC1CCCO1)N1CCN(c2ccccc2)CC1 (stereo not given)	1	1	21	0	11	19	101	103	97	0.7	42
O=C(NCC1CCCO1)/C(=C\c1cccs1)NC(=O)c1ccccc1 (stereo not given)	2	-12	25	-1	11	14	101	102	99	0.9	14
Cc1cc(-c2ccccc2)nc(Oc2cccc(C(F)(F)F)c2)c1S(C)(=O)=O	18	-16	19	3	16	3	99	100	99	1.4	-13
COc1ccc(NC(=S)N2CCNC(=O)C2CC(=O)Nc2ccc(C)cc2)cc1 (stereo not given)	-2	-65	11	-4	6	nt	101	102	102	-0.5	13
O=C(Nc1ccc(-n2nncc2-c2ccco2)cc1)c1cccc(F)c1	56	5	26	-5	35	nt	100	99	96	1.9	0
Cc1cc(C)cc(C(=O)N2CCCCCC2)c1	-1	-8	15	2	6	-24	100	102	100	-0.2	-6
CCOC(=O)CCc1c(C)c2ccc(OCc3nn[nH]n3)cc2oc1=O	-1	11	17	-1	29	2	102	102	100	-0.1	11
CN(C(=O)Nc1ccc(Cl)cc1)n1cnc2ccccc2c1=O	nt	-14	nt	nt	7	-14	105	100	?	nt	0
O=C(CN(c1ccc(F)cc1)S(=O)(=O)c1ccc2c(c1)OCCO2)NCc1ccccn1	3	-17	29	0	22	-3	107	104	105	1.8	11
CCOc1ccc2[nH]c(=O)c(C(c3nnnn3C3CCCCC3)N3CCN(CC)CC3)cc2c1 (stereo not given)	2	-4	54	0	76*	2	146	114	132	0.5	15
Cc1ccc(C(=O)/C=C2\NCCNC2=O)cc1	18	-32	12	-4	13	nt	90	79	89	1.9	2
COc1cc(/C(C)=N/NC(=O)CSc2nnc(C)s2)ccc1O	nt	-81	nt	nt	7	9	95	95	?	nt	-8
COc1cccc(CN2CCN(C(=O)c3ccc(-c4ccccc4)cc3)CC2)c1	-1	22	10	-1	6	-5	102	103	99	0.0	34
CCCCC#Cc1cncc(C(=O)N/N=C/c2cccc(OC)c2)c1	nt	-9	nt	nt	6	-8	83	89	?	nt	4
Cc1ccc(S(=O)(=O)N2CCC(=O)N(C(COCc3cccc(Cl)c3)Cc3ccccc3)CC2)cc1 (stereo not given)	3	6	18	-1	12	nt	104	105	105	1.7	2
CCCC(NC(=O)c1ccccc1)c1nc2ccccc2n1Cc1ccc(C(=O)OC)o1 (stereo not given)	25	-8	34	-4	9	nt	95	98	95	8.7	4
CC12CC(NC(=O)N1CCc1ccccc1)c1ccccc1O2 (stereo not given)	1	-1	18	-2	8	5	96	102	100	0.3	11
CCNc1c(C(=O)O)ccc2c1C(=O)c1ccccc1C2=O	1	16	11	-4	7	23	97	100	96	0.6	-5
CC(C)CSc1oc(-c2ccco2)nc1S(=O)(=O)c1ccccc1	nt	-16	nt	nt	9	36	103	99	?	nt	9
C=CCNC(=S)NC1CC(C)(C)NC(C)(C)C1	6	-84	11	-4	18	1	107	105	105	0.2	-9
CCn1c(SCC(=O)OC)nc2sc3c(c2c1=O)CC(C)(C)OC3	nt	-4	nt	nt	8	10	100	98	?	nt	-5
O=C(CCC(=O)c1ccc(Cl)cc1)OCC(=O)c1ccccc1	2	-27	14	-4	10	3	101	100	97	0.5	-12
NNC(=O)c1ccccc1-n1cccc1	1	-37	16	1	9	nt	103	101	100	0.3	18
CC12CCC(C(=O)Nc3nc4ccccc4s3)(OC1=O)C2(C)C (stereo not given)	9	-9	10	-3	20	9	104	102	103	1.3	1
CN(CC(=O)NCCC1=CCCCC1)S(=O)(=O)c1ccc2c(c1)CCC(=O)N2	0	-18	23	0	7	nt	100	101	93	0.0	15
